# HCMV antiviral: blocks human cytomegalovirus replication; HFF cells, HCMV-luciferase reporter, 72 h; active compounds read low; 4.5% of 410,000 active; AID 1259415; activity change, negative = inhibition, % at 57.5 µM; in the data active = activity change below about -60%; inconclusive = no clear call, values can overlap the other calls; inactive = above about -39%
#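 Inhibition of viral replication was scored as loss of reporter luminescence in HFFs infected with HCMV-luciferase (MOI 1 PFU/cell) for 72 h; compounds tested at 2 doses, normalized to buffer and Salinomycin controls.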
# AmpC no deterg: inhibitors of E. coli AmpC beta-lactamase without detergent. AID 485341. 0.52% of 330,000 active. AmpC nitrocefin hydrolysis, absorbance 480 nm, 0.0001% Triton. Potency, µM (series often up to 57.1 µM), for inactives: top-dose activity change, negative = inhibition, most hits filed as inhibitors. P00811;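 note: potency is the fitted concentration of half-maximal effect; plate controls were no compound for no effect and no enzyme for full effect; nearly all actives have a fitted effect of over 20% in size; some results filed as inactive show a strong effect at the top dose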
# Target sequence (P00811 whole entry, looked up): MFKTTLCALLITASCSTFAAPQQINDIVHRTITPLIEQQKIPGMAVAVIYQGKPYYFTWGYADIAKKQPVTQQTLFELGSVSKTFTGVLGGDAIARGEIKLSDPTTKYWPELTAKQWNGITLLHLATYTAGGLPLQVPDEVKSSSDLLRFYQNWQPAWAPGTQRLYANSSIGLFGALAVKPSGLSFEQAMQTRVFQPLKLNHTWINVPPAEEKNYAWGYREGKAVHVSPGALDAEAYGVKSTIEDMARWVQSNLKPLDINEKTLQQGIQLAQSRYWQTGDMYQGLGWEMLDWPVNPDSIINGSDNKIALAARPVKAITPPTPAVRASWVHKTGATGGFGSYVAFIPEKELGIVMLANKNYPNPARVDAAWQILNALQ
#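 AmpC (5.3 nM in the dispensed reagent) in 20 mM phosphate pH 7.0 with 0.01% (detergent screen) or 0.0001% Triton X-100 was preincubated with compounds for 15 min at room temperature. Nitrocefin was then added from an 800 uM solution, and hydrolysis was followed at 480 nm.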
# AmpC detergent: inhibitors of E. coli AmpC beta-lactamase with detergent; P00811; AmpC hydrolysis of nitrocefin, absorbance 480 nm, 0.01% Triton; Potency, µM (doses to about 114 µM), for inactives: at the highest dose activity change, negative = inhibition, hits mostly inhibitors; 0.041% of 370,000 active;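 note: potency is the fitted concentration of half-maximal effect; 0% = no-compound wells and -100% = no-enzyme wells; nearly all actives have a fitted effect of over 25% in size; some results filed as inactive show a strong effect at the top dose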
#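 AmpC (5.3 nM in the dispensed reagent) in 20 mM phosphate pH 7.0 with 0.01% (detergent screen) or 0.0001% Triton X-100 was preincubated with compounds for 15 min at room temperature. Nitrocefin was then added from an 800 uM solution, and hydrolysis was followed at 480 nm.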
# Giardia FBPA inh: blocks Giardia fructose-bisphosphate aldolase activity. purified Giardia FBPA. Potency, µM (doses to about 59.6 µM), for the others: at the highest dose activity, negative = inhibition, hits mostly inhibitors. 0.71% of 290,000 active; note: potency is the fitted concentration of half-maximal effect; nearly all actives have a fitted effect of over 55% in size
# Target sequence (A8B2U2 whole entry, looked up): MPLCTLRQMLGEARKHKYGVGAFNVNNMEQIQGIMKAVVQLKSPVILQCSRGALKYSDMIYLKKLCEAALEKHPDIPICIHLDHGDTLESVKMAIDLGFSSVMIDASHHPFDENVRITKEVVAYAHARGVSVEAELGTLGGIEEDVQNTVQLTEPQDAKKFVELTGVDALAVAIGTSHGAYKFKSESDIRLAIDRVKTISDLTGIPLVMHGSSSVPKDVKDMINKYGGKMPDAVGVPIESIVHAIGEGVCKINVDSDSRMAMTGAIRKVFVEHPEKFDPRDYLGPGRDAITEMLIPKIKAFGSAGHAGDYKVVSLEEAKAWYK
#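 40 nM FBPA preincubated 10 min at RT with compound (up to 57.5 uM final), then substrate plus GAPDH/TPI/NAD/arsenate coupling and diaphorase/resazurin added. Fluorescence read after 20 min at RT, 525/598 nm.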
# HCV inh: HCV inhibition. Potency, µM (series often up to 41.8 µM), without a hit: at the top dose activity change, negative = inhibition, usual class: inhibitors. 3.4% of 340,000 active. Huh7.5.1 HCVcc-Cre infection, luciferase reporter, 44 h; note: potency is the fitted concentration of half-maximal effect
#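 1,000 cells/well; 4 h culture; + compound; + HCVcc-Cre (~0.5 moi); 44 h; luciferase substrate, RT 15 min; read 15 sec.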
# Sm TGR block: inhibitors of Schistosoma mansoni thioredoxin glutathione reductase; Potency, µM (titrated, usually from 114 µM), for inactives: top-dose activity change, negative = inhibition, hits mostly inhibitors; Q962Y6; 3% of 360,000 active; purified TGR, DTNB reduction, TNB absorbance 405 nm; note: potency is the fitted concentration of half-maximal effect; nearly all actives have a fitted effect of over 60% in size
#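 TGR 20 nM + NADPH 100 uM (dispensed conc.), cpd preinc 15 min RT; start with NADPH (500 uM addition) then DTNB (15 mM addition). Kinetic TNB absorbance, 405 nm filter. Four-parameter Hill fit across titration.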
# * = called active by the depositor; ? = inconclusive; . = no result given; & = joins results of further samples; [ ] = remark or other dose. Unless noted, calls come from the whole dose curve; as a rule, active = well fitted curve in the direction sought with a large enough effect; inconclusive = small, poorly fitted or top-dose-only effect, or another doubt; inactive = no such curve, though single readings can be large; an effect the other way counts as inactive or inconclusive. Unless noted, % is set by controls: 0 for no effect and ±100 for the full control effect.
entry	compound	AmpC detergent	HCV inh	Giardia FBPA inh
1	CN(C)CCCn1c(SCC(=O)Nc2nc(-c3cccc(Br)c3)cs2)nc2ccccc2c1=O	5%	10µM*	7%
2	CCOc1ccc(N2CC(C(=O)Nc3nnc(Cc4ccc(OC)c(OC)c4)s3)CC2=O)cc1 (configuration not stated)	-8%	-18%	2%
3	CCOC(=O)Cn1nc(-c2ccccc2)c2cnc3ccc(OCC)cc3c21	4%	.	.
4	O=C(/C=C/c1ccccc1)NNc1ccc(Cl)cc1	2%	-17%	5%
5	NC(=S)N=Nc1c(O)n(Cc2ccc(F)cc2)c2ccccc12	-13%	?	-1%
6	CCC(C)[C@H](NC(=O)[C@@H]1CSC2c3ccccc3C(=O)N21)C(=O)NCC1CCCO1 (some centres not stated)	-1%	17%	.
7	COc1cccc(CNC(=O)c2nnn(CC(=O)Nc3cc(Cl)ccc3C)c2N)c1	2%&3%	18%	-9%
8	Oc1ccc(-c2nc(-c3ccccc3)c(-c3ccc(Br)cc3)[nH]2)cc1	8%	.	.
9	S=c1[nH]nc(-c2cccs2)n1C1CCCCC1	?	-4%	?
10	NS(=O)(=O)c1cc(C(=O)OCC(=O)NNC(=O)c2ccccc2)ccc1Cl	?	19%	.
11	O=C(c1cc2ccccc2oc1=O)N1CCN(S(=O)(=O)c2ccccc2)CC1	-4%	7%	-4%
12	O=C(CN1C(=O)CCSc2ccccc21)Nc1ccccc1F	4%	.	.
13	CCOc1ccc(N(CC(=O)Nc2ccc(C)c(Cl)c2)S(C)(=O)=O)cc1	-13%	-12%	-4%
14	CCN(C(=O)COC(=O)C1=COCCO1)c1c(N)n(Cc2ccccc2)c(=O)[nH]c1=O	?	13%	.
15	COc1cccc(C(=O)NCc2ccc3c(c2)cc(C)n3C)c1	-18%	-9%	-6%

entry	AmpC no deterg	HCMV antiviral	Sm TGR block
1	82%[activator]	?	12%
2	86%[activator]	7	-3%
3	.	4	-6%
4	-44%	49	-6%
5	-22%	-30	-1%
6	54%	43	6%
7	-26%	-31&1	7%&9%
8	.	-63*	14%
9	-21%	-30	15%
10	-3%	-14	-1%
11	0%	0	3%
12	.	12	1%
13	-3%	74	-21%
14	-11%	9	5%
15	-35%	-27	-15%

# More results follow.
entry	compound	AmpC detergent	HCV inh	Giardia FBPA inh
16	Cc1ccc(-c2[nH]c3cc(C(N)=O)ccc3c(=O)c2O)cc1	-5%	0%	-2%
17	Cn1c2c(c(=O)n(C)c1=O)C(c1cc(Br)ccc1F)CC(=O)N2 (configuration not stated)	-1%	.	.
18	Cn1ncc(C#N)c1NC(=O)c1cc(-c2ccccc2Cl)on1	-11%	20%	.
19	CCc1nnc(NS(=O)(=O)c2ccc(N3C(=O)C4CC=C(Cl)CC4C3=O)cc2)s1 (configuration not stated)	-14%	4%	12%
20	COc1ccc(C(=O)c2ccc3oc(-c4ccc(OC)cc4)c(-c4ccc(O)cc4)c3c2)cc1	.	8.9µM*	.
21	O=C(Nc1cccc2c1C(=O)NC2=O)c1ccccc1[N+](=O)[O-]	0%	16%	3%
22	COc1ccc(N(CC(O)Cn2nnc3ccccc32)S(=O)(=O)c2ccc(C)cc2)cc1 (configuration not stated)	-16%	11%	3%
23	CCOC(=O)c1[nH]c2ccc(OC)cc2c1C(SCC(=O)O)c1ccc(C(F)(F)F)cc1 (configuration not stated)	-2%	33%[activator]	12%
24	COc1ccc(C2/C(=C(/O)c3ccc(C)cc3)C(=O)C(=O)N2CC2CCCO2)cc1OC (configuration not stated)	-11%	13%	-8%
25	Cc1cc(C)nc(SCc2nnc(SCc3ccccc3Cl)o2)n1	-7%	-9%	-4%
26	COCCNC(=O)C(c1cccs1)N(Cc1cccs1)C(=O)Cn1nnc2ccccc21 (configuration not stated)	3%	2%	0%
27	O=C(NCC(=O)N(Cc1cccs1)C(C(=O)NC1CCCCC1)c1cccnc1)c1ccco1 (configuration not stated)	3%	20%	0%
28	CC1CC(C)CN(C(=O)CSc2nnc(-c3ccco3)o2)C1 (configuration not stated)	?	7%	3%
29	O=C(N/N=C/c1ccco1)c1cc(Br)ccc1OCc1ccccc1	0%	?	5%
30	Cc1ccn2c(C(=O)c3ccc(Cl)cc3)cnc2c1	-9%	?	0%

entry	AmpC no deterg	HCMV antiviral	Sm TGR block
16	-14%	21	17%
17	.	5	12%
18	-19%	24	-16%
19	-23%	7	-30%
20	?	-64*	.
21	-15%	11	-14%
22	-10%	-62*	-2%
23	-7%	3	2%
24	-15%	-4	-7%[57.1 µM]
25	53%	-15	7%
26	48%	-33	0%
27	-14%	11	-4%
28	-1%	-38	5%
29	-33%	-34	0%
30	-2%	33	-14%

# Part of the list above in order of number of heavy atoms, lowest first.
entry	compound	AmpC detergent	HCV inh	Giardia FBPA inh
30	Cc1ccn2c(C(=O)c3ccc(Cl)cc3)cnc2c1	-9%	?	0%
16	Cc1ccc(-c2[nH]c3cc(C(N)=O)ccc3c(=O)c2O)cc1	-5%	0%	-2%
18	Cn1ncc(C#N)c1NC(=O)c1cc(-c2ccccc2Cl)on1	-11%	20%	.
19	CCc1nnc(NS(=O)(=O)c2ccc(N3C(=O)C4CC=C(Cl)CC4C3=O)cc2)s1 (configuration not stated)	-14%	4%	12%
22	COc1ccc(N(CC(O)Cn2nnc3ccccc32)S(=O)(=O)c2ccc(C)cc2)cc1 (configuration not stated)	-16%	11%	3%

entry	AmpC no deterg	HCMV antiviral	Sm TGR block
30	-2%	33	-14%
16	-14%	21	17%
18	-19%	24	-16%
19	-23%	7	-30%
22	-10%	-62*	-2%

# As a working copy, three of the compounds above.
entry	compound	AmpC detergent	HCV inh	Giardia FBPA inh
16	Cc1ccc(-c2[nH]c3cc(C(N)=O)ccc3c(=O)c2O)cc1	-5%	0%	-2%
17	Cn1c2c(c(=O)n(C)c1=O)C(c1cc(Br)ccc1F)CC(=O)N2 (configuration not stated)	-1%	.	.
18	Cn1ncc(C#N)c1NC(=O)c1cc(-c2ccccc2Cl)on1	-11%	20%	.

entry	AmpC no deterg	HCMV antiviral	Sm TGR block
16	-14%	21	17%
17	.	5	12%
18	-19%	24	-16%

# New compounds follow.
entry	compound	AmpC detergent	HCV inh	Giardia FBPA inh
31	Cc1cccc(NC(=O)c2cnc3sccn3c2=O)c1C	?	1%	2%
32	O=C(c1ccc(F)cc1)N1CCC(C(=O)N2CCN(S(=O)(=O)c3cccc(Cl)c3)CC2)CC1	?	?	.
33	Cc1ccc(Cl)cc1N1CCN(C(=O)CCCCCn2c(=O)[nH]c3ccccc3c2=O)CC1	3%	.	.
34	CN(C1CCCCC1)S(=O)(=O)c1cccc(C(=O)OCC(=O)NC2CCCc3ccccc32)c1 (configuration not stated)	3%	5%	3%
35	CC1Cc2cc(S(=O)(=O)NCCc3ccccc3)ccc2N1C(=O)C1CCC1 (configuration not stated)	10%	.	.
36	CCOc1ccc(-c2ccc(SCC)nn2)cc1	-3%	-9%	1%
37	CC(=O)N1N=C(c2ccc3nccnc3c2)CC1c1ccccc1 (configuration not stated)	2%	11%	5%
38	CCc1ccc(NC(=O)c2ccc(F)c(S(=O)(=O)N3CCN(c4cc(C)ccc4C)CC3)c2)cc1	-4%	.	.
39	COc1ccc(N=C2S/C(=C\c3ccc(C)s3)C(=O)N2CC(C)C)cc1	-4%	7%	0%
40	COc1ccc(NC(=O)CN(C)C(=O)CCCc2c[nH]c3ccccc23)cc1	-2%	?	.
41	C/C=C(/C)C(=O)O[C@@H]1c2c(ccc3ccc(=O)oc23)O[C@@H]1C(C)(C)OC(C)=O	-13%	4%[8.37 µM]	7%
42	CCOC(=O)c1ccc(-n2nc(C)cc2C)cc1	1%	12%	-3%
43	Cc1cccc(C)c1Nc1nnc(SCC(=O)Nc2sccc2C#N)s1	2%	-9%	3%
44	Cc1ccc(C2(C)NC(=O)N(CC(=O)NNC(=O)c3ccccc3F)C2=O)cc1 (configuration not stated)	13%	-9%	.
45	Oc1ccc(C2CNCc3sccc32)cc1O (configuration not stated)	?	?	-7%

entry	AmpC no deterg	HCMV antiviral	Sm TGR block
31	2.8µM*	76	-1%
32	171%[activator]	-4	1%
33	.	1	-5%
34	-14%	-40	0%
35	.	-19	4%
36	17%	105	.
37	12%	12	-40%
38	.	?	-1%
39	-15%	-2	-6%
40	5%	-10	-2%
41	-4%	0	-1%
42	-1%	-7	12%
43	-46%	5	-2%
44	-9%	2	1%
45	-30%	-35	35µM*

# New compounds follow:
entry	compound	AmpC detergent	HCV inh	Giardia FBPA inh
46	CC(C)(C)C(=O)Nc1ccc2c(c1)OCCOCCOc1cc(NC(=O)C(C)(C)C)ccc1OCCOCCO2	8%	-4%	-3%
47	Cc1ccc(C)c(NC(=O)CSc2ccc(-c3cccs3)nn2)c1	0%	?	4%
48	CC(Sc1ccc(S(=O)(=O)N2CCCC2)cn1)C(N)=O (configuration not stated)	-16%	13%	.
49	CC(=O)Oc1c(C)cc(Cl)cc1C(=O)Nc1ccc([N+](=O)[O-])cc1Cl	-1%	?	3%
50	CCCCOc1ccc(CSC(=N)N)cc1[N+](=O)[O-]	0%	?	-1%
51	O=S(=O)(Nc1ccc(S(=O)(=O)Nc2nccs2)cc1)c1ccc2c(c1)OCCO2	1%	14%	-13%
52	O=C(c1ccc(Cl)c(Cl)c1)N1CCC(=O)N(C(COCc2ccccc2)Cc2ccccc2)CC1 (configuration not stated)	?	?	-9%
53	Cc1nc(NC(=O)c2cncc(Br)c2)ccc1Br	-9%	?	3%
54	Cc1[nH]n(-c2ccccc2)c(=O)c1/C=N/N1CCOCC1	2%	7%	-16%
55	CCCn1c2ccc(/C(C)=N\O)cc2c2cc(/C(C)=N/O)ccc21	-10%	13µM*	-24%
56	COC(=O)c1cccc(C(=O)N2CCC(CCC(=O)NCc3ccc(F)cc3)CC2)c1	?	3%	3%
57	Cc1nn(CC(=O)N2CC(=O)Nc3ccccc32)c(C)c1[N+](=O)[O-]	1%	-3%	0%
58	O=C(Nc1cccc([N+](=O)[O-])c1)c1cc(S(=O)(=O)Nc2ccccn2)ccc1Cl	-6%	-13%	-4%
59	Cc1ccc(-c2cc(N)n(-c3ccccc3)n2)cc1	?	-9%	0%
60	COc1ccc(/C=N/NC(=O)CN(c2ccc(OC)cc2)S(=O)(=O)c2ccccc2)cc1	7%	-24%	-2%
61	C=CCN1C(=O)NC2(CCCCC2)C1=O	-12%	9%	5%
62	COc1ccc(C(=O)Nc2ccc3c(c2)N(C)C(=O)c2ccccc2S3)cc1OC	12%	.	.

entry	AmpC no deterg	HCMV antiviral	Sm TGR block
46	-1%	-19	.
47	-43%	-31	-7%
48	-7%	51	-6%
49	-35%	-98*	-2%
50	0%	-64*	-10%
51	-29%	-35	-18%
52	173%[activator]	9	-16%
53	-10%	12	1%
54	-12%	59	80%[activator]
55	-37%	45	-1%
56	62%[activator]	19	?
57	-24%	-5	-4%
58	-54%	-13	-11%
59	8%	77	2%
60	-23%	-16	1%
61	-19%	57	0%
62	.	-6	5%
